Bioassay records from PubChem BioAssay.
AddAB inh = less growth of phage-infected E. coli with AddAB; E. coli expressing H. pylori AddAB, absorbance growth; inhibition, % at 11.9 µM; 330,000 tested, 0.29% active; AID 435030; in the data active = inhibition above about 12%;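 also: 0% = vehicle wells of infected cells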
Mot1-301 SUMO = inhibitors of SUMOylation pathway: yeast Mot1-301 growth rescue; S. cerevisiae Mot1-301 growth rescue, ATP luminescence, 38.5C; percent above DMSO median, 100 means doubled; 320,000 tested, 1% active; AID 2716; growth rescue, % at 18.8 µM;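 active = every valid replicate shows activation above 250% relative to neutral control wells; inactive = the rest, any valid replicate at or below 250%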;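 also: OY570 slx delta 5 strain wells were the positive control but not used for scaling; some compounds called inactive have numbers as strong as hits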
Tat transport = inhibitors of E. coli Tat protein transport; 340,000 tested, 0.036% active; E. coli MC4100 TorA-mCherry Tat export, fluorescence; inhibition, % at 10 µM; AID 488895;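 active = mean replicate inhibition at least 50% and at least half of replicates individually reaching 50%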;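 also: exported cargo escapes ClpAP degradation while cytoplasmic cargo is degraded and loses fluorescence; 0% = median of neutral control wells and 100% = median of NaSCN control wells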
phage Ecoli inh = E. coli growth loss with phage present. 360,000 tested, 0.26% active. growth absorbance. inhibition, % at 11.9 µM; in the data active = inhibition above about 11%
Ecoli viability = bacterial growth inhibition, counter-screen for AddAB inhibitors. E. coli V3065 growth, OD600 absorbance, 18 h. inhibition, % at 11.9 µM. 330,000 tested, 0.27% active. AID 449728;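 active = inhibition above the campaign's mean inhibition across all tested compounds plus 3 SD, cut at about 9.9% in these data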;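 also: uninfected addAB+ strain grown without phage in ampicillin broth; 0% = DMSO wells and 100% = ciprofloxacin 0.95 µg/ml wells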
MOR-DOR ag = OPRM1-OPRD1 heterodimerization agonism; activation, % at 9.3 µM; 340,000 tested, 0.3% active; cells, luminescence; in the data active = activation above about 18%;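 also: 0% = vehicle-treated cells and 100% = reference agonist; values of inactives mirror those of a sister screen read the other way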
Arrestin-AP2 inh = blocks beta-arrestin peptide binding to AP2 adaptin. FITC-arrestin peptide / GST-AP2 beads, flow cytometry; AP2 beta2 appendage carries R879A mutation. inhibition, % at 10 µM. 340,000 tested, 0.31% active. AID 504490;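 active = inhibition above a set limit, near 3 SD of compounds lacking own fluorescence, cut at about 54% in these data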;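 also: plate controls were DMSO wells for no effect and 5 µM unlabelled arrestin peptide for full effect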
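test system = AP2 appendage R879A on GSH beads | buffer or medium = PBS plus Tween 20 (0.05%) and BSA (0.1%) | incubation = 12 min plus 1 h, RT | detection = bead flow cytometry, FITC channel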
PKA-R1A act = PKA-R1A complex activation; P00514+P68181; PKA-R1A dissociation, Cy5-IP20 fluorescence polarization; scaled: DMSO 0%, 113 µM cGMP 100%; 340,000 tested, 0.083% active; activation, % at 11.4 µM; AID 504707;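 active = percent activation above the mean of all tested compounds plus 3 SD, cut at about 19% in these data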;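 also: higher means more PKAc released from R1A so a rise in polarization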
Pemphigus Ab inh = blocks pemphigus antibody binding to human desmoglein-3; P32926; DSG3-coupled beads, scFv-anti-DSG3-GFP binding, flow cytometry; hits give low values; binding (percent of control), % at 10 µM; 310,000 tested, 0.48% active; AID 588358;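 active = binding more than 3 SD below its plate's average and above zero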;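 also: hits lower antibody fragment binding to DSG3; some compounds called inactive have numbers as strong as hits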
Target sequence (P32926 whole entry, looked up, the tested form may be a part): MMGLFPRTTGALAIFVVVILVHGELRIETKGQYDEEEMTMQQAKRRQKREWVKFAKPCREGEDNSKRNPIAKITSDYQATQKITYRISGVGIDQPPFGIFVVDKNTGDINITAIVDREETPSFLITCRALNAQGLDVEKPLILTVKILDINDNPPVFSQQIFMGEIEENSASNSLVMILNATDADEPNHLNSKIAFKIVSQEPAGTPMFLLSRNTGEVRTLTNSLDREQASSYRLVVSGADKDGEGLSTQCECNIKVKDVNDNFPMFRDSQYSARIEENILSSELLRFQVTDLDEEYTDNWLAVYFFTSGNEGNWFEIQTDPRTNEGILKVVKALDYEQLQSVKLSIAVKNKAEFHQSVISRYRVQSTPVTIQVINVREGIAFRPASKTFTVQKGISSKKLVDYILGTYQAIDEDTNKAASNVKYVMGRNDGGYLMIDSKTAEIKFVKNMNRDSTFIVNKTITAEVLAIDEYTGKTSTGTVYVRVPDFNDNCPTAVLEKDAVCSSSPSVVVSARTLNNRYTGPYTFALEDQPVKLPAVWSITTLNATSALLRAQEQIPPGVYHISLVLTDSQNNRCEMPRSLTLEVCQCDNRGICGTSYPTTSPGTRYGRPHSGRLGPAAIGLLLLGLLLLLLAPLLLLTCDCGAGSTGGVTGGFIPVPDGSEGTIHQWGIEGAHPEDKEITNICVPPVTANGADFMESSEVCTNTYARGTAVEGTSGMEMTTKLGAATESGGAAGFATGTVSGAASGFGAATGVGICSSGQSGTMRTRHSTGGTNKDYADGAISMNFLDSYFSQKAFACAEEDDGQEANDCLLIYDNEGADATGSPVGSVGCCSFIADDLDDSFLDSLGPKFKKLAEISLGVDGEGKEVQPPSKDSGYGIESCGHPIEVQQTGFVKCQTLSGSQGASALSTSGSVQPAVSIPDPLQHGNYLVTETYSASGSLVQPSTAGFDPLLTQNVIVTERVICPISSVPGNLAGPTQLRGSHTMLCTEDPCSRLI
MOR-DOR inv ag = inverse agonists of human mu-delta opioid receptor heterodimerization. P35372+P41143. AID 504357. cell-based MOR-DOR heterodimer luminescence, inverse agonism. 340,000 tested, 0.21% active. inhibition, % at 9.3 µM; in the data active = inhibition above about 22%, passing the limit was not always enough;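 also: 0% = cells with DMSO and 100% = wells without cells with DMSO; values of inactives mirror those of a sister screen read the other way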
PfHsp90 set2 = reduces growth (ATP signal) of yeast expressing P. falciparum Hsp90 | S. cerevisiae expressing PfHsp90, BacTiter-Glo ATP, 48 h; yeast lacking PDR1 and PDR3 efflux regulators | inhibition, % at 9.4 µM | 310,000 tested, 0.32% active | AID 504621;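 active = every replicate shows inhibition above about 80%, whatever the replicate mean, limit read from the data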;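 also: 0% = DMSO neutral controls and 100% = 20 µM radicicol positive controls; yeast relying on Plasmodium falciparum Hsp90 in place of its own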
* = called active by the depositor; x = not tested or not shown. Compounds as they come; about 2.8% have a hit in one of these screens.

structure,PfHsp90 set2,phage Ecoli inh,Tat transport,Arrestin-AP2 inh,Ecoli viability,Pemphigus Ab inh,Mot1-301 SUMO,MOR-DOR inv ag,MOR-DOR ag,AddAB inh,PKA-R1A act
CCOc1ccc(NC(=O)Cn2cc(C(C)=O)c3ccccc32)cc1,-10,3.4,-6,-11,-1.6,78,0,14,-3.0,1.1,1
Cc1ccccc1NC(=O)CN1CCc2ccccc2C1,-11,2.9,-2,-4,0.5,97,0,13,-2.8,2.7,0
COc1ccc(CNC(=O)C(C)N=C2NS(=O)(=O)c3ccccc32)cc1OC (stereo unspecified),-17,1.4,2,3,-4.6,97,-13,15,-3.1,-1.0,0
CC(=O)N1c2ccc(S(=O)(=O)N3CCC(C(=O)N4CCN(c5cccc(C(F)(F)F)c5)CC4)CC3)cc2CC1C (stereo unspecified),-3,4.0,13,8,-0.2,110,-5,-58,12,0.1,0
Cc1ccc(-c2csc3nc[nH]c(=S)c23)cc1,-28,0.3,-3,0,-3.6,108,-14,7,-1.4,3.7,-9
CN(C)S(=O)(=O)c1cccc(C(=O)NCC2CCCO2)c1 (stereo unspecified),3,-1.2,-6,-4,0.5,x,-4,21,-5.1,2.7,6
O=C(Nc1cccnc1)c1ccccc1O,4,2.4,-14,-2,-0.4,x,8,5,-1.1,1.6,7
O=C1NC2(CCCCC2)C(=O)N1CC(=O)N1CCc2ccccc21,x,2.6,-13,-17,1.5,98,-9,2,-0.3,-0.7,2
COc1ccc(S(=O)(=O)NCc2ccco2)cc1N(C)S(=O)(=O)c1ccccc1,x,-0.9,5,6,0.7,112,-14,21,-4.3,-1.2,-3
O=C(NNC(=O)C1CCN(Cc2cccc(F)c2)CC1)c1cccs1,-4,1.6,3,-12,2.2,103,-12,18,-3.7,-0.3,-10
CC(C)c1ccccc1NC(=O)COC(=O)COc1ccccc1[N+](=O)[O-],-23,3.0,-8,-36,0.8,102,-4,-2,0.5,5.1,4
NC(=O)c1ccccc1OCC(=O)O,-2,2.5,-2,-45,-1.7,96,133,12,-2.4,-0.6,-8
Cc1cc(NC(=O)CCSc2ccc(Cl)cc2)no1,-2,3.4,-1,0,-0.3,84,2,10,-1.6,0.2,3
Cc1cccc(/C(N)=N/OC(=O)Cc2cccs2)c1,18,1.4,3,-7,-2.0,105,231,-2,0.4,-0.7,-1
CCCCNC(=O)Nc1ccccc1C(=O)NCc1ccco1,-12,2.8,1,0,1.4,100,-17,-12,1.9,0.6,-13
CCOC(=O)c1cc2sc(C)cc2n1CC(=O)N1CCN(C(=O)c2ccco2)CC1,-22,-0.2,1,3,-0.9,93,40,-9,1.5,-0.5,5
COc1ccc(Cl)cc1N(C(=O)Nc1cccc(Cl)c1)C1=NCC(C)S1 (stereo unspecified),-13,2.4,-5,6,0.8,94,-9,0,-0.1,1.6,4
Cc1ccc(S(=O)(=O)N(C)c2ccc(OCC(=O)Nc3nc4ccccc4s3)cc2)cc1,-20,2.3,-8,3,0.0,102,19,-27,5.1,1.5,3
CC(NC(=O)c1ccccc1F)c1nnc(SCC(=O)NC2=NCCS2)n1C (stereo unspecified),-16,3.0,-1,5,-3.4,108,360,10,-1.8,3.7,-12
O=[N+]([O-])c1ccc(NN=C(c2ccccc2)c2ccccc2)nc1,-15,2.5,-1,5,x,121,x,12,-2.6,x,-15

Quoted at random: two records from the list, in no set order.
structure,PfHsp90 set2,phage Ecoli inh,Tat transport,Arrestin-AP2 inh,Ecoli viability,Pemphigus Ab inh,Mot1-301 SUMO,MOR-DOR inv ag,MOR-DOR ag,AddAB inh,PKA-R1A act
COc1ccc(Cl)cc1N(C(=O)Nc1cccc(Cl)c1)C1=NCC(C)S1 (stereo unspecified),-13,2.4,-5,6,0.8,94,-9,0,-0.1,1.6,4
CCOC(=O)c1cc2sc(C)cc2n1CC(=O)N1CCN(C(=O)c2ccco2)CC1,-22,-0.2,1,3,-0.9,93,40,-9,1.5,-0.5,5

Continuation.
structure,PfHsp90 set2,phage Ecoli inh,Tat transport,Arrestin-AP2 inh,Ecoli viability,Pemphigus Ab inh,Mot1-301 SUMO,MOR-DOR inv ag,MOR-DOR ag,AddAB inh,PKA-R1A act
Cc1ccsc1C(=O)N1CCN(S(=O)(=O)c2cccc(F)c2)CC1,-11,0.7,-7,36,-1.6,97,-5,8,-1.5,-0.6,2
COC(=O)C1=C(C)N(Cc2ccccc2)C(=NCCCOC(C)C)N[C@H]1c1ccccc1,-6,3.0,2,-25,-1.5,105,-15,8,-1.6,1.1,4
Cc1ccc(C(=O)N/C(=C\c2ccc(-c3ccc(Br)cc3)o2)C(=O)NCCCN(C)C)cc1,13,3.2,8,-3,-1.6,110,-16,-34,4.7,-0.1,9
CC1=C(C(=O)OCc2ccccc2)C(c2ccccc2Cl)NC(=O)N1CCCCCC(=O)O (stereo unspecified),-3,3.3,-3,8,0.8,104,8,19,-3.3,0.4,0
N#Cc1ccc(NC(=O)Cn2cnc([N+](=O)[O-])c2)cc1,-10,0.7,5,13,1.3,105,-11,9,-1.7,0.3,-6
Cc1ccc(/C=C/C(=O)OCC(=O)N(CC(C)C)c2c(N)n(Cc3ccccc3)c(=O)[nH]c2=O)o1,2,3.3,-2,9,-2.4,92*,812*,6,-1.1,0.5,-7
Cc1nc(CN2CCCC2=NC#N)n(-c2ccccc2)n1,1,2.5,5,11,-2.0,105,6,0,0.1,0.3,2
O=C(CC(NC(=O)c1ccccc1)c1ccccc1)Nc1ccc(F)c(F)c1 (stereo unspecified),-10,4.8,-2,-2,-1.3,100,2,-7,1.2,3.3,-11
CCN1C(=O)CSC1=Nc1ccc(C(=O)O)cc1,-7,-2.2,10,3,-3.5,109,8,3,-0.6,-1.3,2
COc1cccc(CN(CC(=O)NCc2ccccc2)C(=O)c2csnn2)c1,-13,0.5,18,20,2.8,98,-4,2,-0.4,3.2,-6
CCc1c(C)nc(N)n2c(SCC(=O)Nc3ccccc3)nnc12,x,1.2,-4,24,-2.4,111,-16,10,-1.8,1.5,-8
COc1cc(OC)cc(-c2c(-c3ccc(F)cc3)c3cc(Br)ccc3n2C)c1,15,0.3,-10,-14,1.4,91,-5,10,-1.8,1.8,0
Cc1cc(C)n(-c2nc(C(F)(F)F)nc3ccccc23)n1,0,0.8,2,-12,-1.0,104,-13,7,-1.4,3.2,-3
Cc1cccc(OCCCC(=O)Nc2ccc(S(=O)(=O)Nc3onc(C)c3C)cc2)c1,-32,1.1,23,4,-0.1,76,-24,17,-3.1,-1.3,-1
CCCOc1ccc(C(=O)Nc2ccccc2[N+](=O)[O-])cc1,2,0.5,1,8,-4.7,107,5,-11,1.9,1.0,-14
CCCCCC(C)n1[nH]c(=O)cc1N (stereo unspecified),4,3.4,-7,5,3.1,104,6,17,-2.9,1.6,-10
CSc1cccc(NC(=O)COc2cccc3ccccc23)c1,9,-0.9,12,6,-0.9,99,-4,-50,8.3,-1.9,5
CCN(CC(=O)Nc1ccc(OC)cc1)C(=O)c1ccc2[nH]c3c(c2c1)CC(C)CC3 (stereo unspecified),8,1.8,2,28,-1.6,x,-5,-2,0.4,-3.4,17
CN(CC(=O)N1CCN(c2ccccc2F)CC1)S(=O)(=O)c1cnc[nH]1,-53,1.2,-9,3,1.7,99,-22,16,-2.7,0.5,0
COc1cc2c(cc1OC)C(C(=O)NCc1cccnc1)C(c1cccnc1)N(C)C2=O (stereo unspecified),-8,2.6,-7,-13,1.3,103,98,9,-1.6,3.0,-1

3 structures from above, arranged by length of the SMILES, falling:
structure,PfHsp90 set2,phage Ecoli inh,Tat transport,Arrestin-AP2 inh,Ecoli viability,Pemphigus Ab inh,Mot1-301 SUMO,MOR-DOR inv ag,MOR-DOR ag,AddAB inh,PKA-R1A act
COc1cc(OC)cc(-c2c(-c3ccc(F)cc3)c3cc(Br)ccc3n2C)c1,15,0.3,-10,-14,1.4,91,-5,10,-1.8,1.8,0
CN(CC(=O)N1CCN(c2ccccc2F)CC1)S(=O)(=O)c1cnc[nH]1,-53,1.2,-9,3,1.7,99,-22,16,-2.7,0.5,0
CCCCCC(C)n1[nH]c(=O)cc1N (stereo unspecified),4,3.4,-7,5,3.1,104,6,17,-2.9,1.6,-10

Additional entries.
structure,PfHsp90 set2,phage Ecoli inh,Tat transport,Arrestin-AP2 inh,Ecoli viability,Pemphigus Ab inh,Mot1-301 SUMO,MOR-DOR inv ag,MOR-DOR ag,AddAB inh,PKA-R1A act
O=C(/C=C/c1ccccc1)CC(=O)c1ccccc1O,-1,1.5,-9,1,0.2,105,8,-17,3.3,1.2,-16
CCOC(=O)[C@H]1[C@H]2COc3ccc(C)cc3[C@@H]2N2C(=O)CN(Cc3ccc(F)cc3)C(=O)[C@@]12C,-6,1.4,1,-1,-3.8,104,-13,21,-4.5,-1.4,-7
O=C(NNS(=O)(=O)c1ccccc1[N+](=O)[O-])c1ccncc1,-6,3.8,-6,-1,0.2,98,3,18,-3.0,1.3,-12
Cn1c(CNC(=O)CNC(=O)c2ccccc2)cc(=O)n(C)c1=O,11,0.1,-10,-5,-0.2,107,20,20,-3.9,-0.6,-5
Cc1nnc(NC(=O)Cc2cccs2)s1,-2,0.2,-2,26,-0.4,104,-6,-10,1.7,2.8,-3
CN(C)S(=O)(=O)c1ccc(N/C=C(\[N+](=O)[O-])S(=O)(=O)c2ccccc2)cc1,-15,1.9,0,-5,-1.1,97,5,15,-3.4,-1.4,0
O=C(NCC1CCCO1)c1cccc2ccccc12 (stereo unspecified),-6,0.9,-5,23,1.3,101,-19,-12,1.4,3.4,-9
COc1ccc(Nc2nc(N3CCCCC3)c3ccccc3n2)cc1,-1,5.2,-3,0,3.6,110,10,-8,1.3,-0.6,-1
O=C(NCCCN1CCCCC1)c1ccc(CS(=O)c2ccc(Cl)cc2)o1 (stereo unspecified),-7,0.6,-2,1,-0.2,94,-9,12,-2.3,3.9,0
CCOC(=O)c1cc([N+](=O)[O-])sc1NC(=O)c1ccc(S(=O)(=O)N2CC3(C)CC2CC(C)(C)C3)cc1 (stereo unspecified),-11,5.8,3,-2,-0.8,92,3,9,-1.4,-1.0,-9
COc1ccc(NC(=O)/C(C#N)=C\c2cc(C)n(-c3ccc(Oc4ccc([N+](=O)[O-])cn4)cc3)c2C)cc1,-11,1.7,-6,2,3.4,92,-3,-4,0.8,-2.4,-4
CCn1c(SCC(=O)OC(C)C)nnc1-c1ccccc1,x,7.6,x,-24,0.3,117,267,x,x,-1.0,x
O=C(NNc1cccc(Cl)n1)Nc1ccc(F)cc1,x,-1.2,-6,-20,-1.8,115,16,10,-2.0,1.5,-5
Cc1ccc(C)c(SCC(=O)Nc2cc(S(=O)(=O)N3CCOCC3)ccc2C)c1,-4,2.4,-1,-12,x,104,x,18,-3.4,x,1
